BL2 CD40 inh: CD40 pathway inhibition in BL2 cells; BL2 NF-kB luciferase reporter, CD40L-induced, 4 h; AID 1053188; inhibition, % at 10 µM; 0.94% of 83,000 active;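 active means mean inhibition of at least 50% with a set share of replicates also reaching that level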;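 further: 0% = neutral control wells and 100% = IKK inhibitor VII at 50 µM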
Numbers without * were called inactive; [ ] = another dose, or the depositor's remark.

SMILES	BL2 CD40 inh
CCCC(C(=O)NNC(=O)c1ccncc1)c1ccccc1 (stereo unspecified)	-2
CSc1nn2c(C)c(C)c(C)nc2c1C#N	0
Cc1ccc2c(CC(=O)Nc3sccc3C(N)=O)coc2c1	-76
O=C(CNC(=O)[C@@H]1Cc2ccccc2CN1)Nc1ccc2c(c1)OCO2	-5
COc1ccc(-c2cc3ncc(C(C)=O)c(C)n3n2)cc1	-141
C[C@H](CO)N1C[C@H](C)[C@H](CN(C)CC2CCCCC2)Oc2ccc(NS(=O)(=O)c3ccc(Cl)cc3)cc2C1=O	-13[25 µM]
CCOc1ccc(C(=O)NC(C(=O)N2CCC2)C(C)C)cc1 (stereo unspecified)	4
CN1c2ccc(C#Cc3cccnc3)cc2[C@@H]2[C@@H](CCN2S(=O)(=O)c2ccccc2F)[C@H]1CO	-8
CC(C)(C)CN1CCNC(=O)C1CC(=O)NCCN1CCCc2ccccc21 (stereo unspecified)	13
CCN(CC(=O)Nc1cccc(S(=O)(=O)N2CCCCC2)c1)Cc1ccccc1	-6
Cc1cc(NC(=O)c2ccccc2Oc2ccccc2)no1	1
C[C@H](CO)N1C[C@H](C)[C@@H](CN(C)Cc2ccc(C(F)(F)F)cc2)Oc2ccc(NS(=O)(=O)c3ccc(F)cc3)cc2C1=O	3
Cn1cccc1-c1nc2ccc(NC(=O)c3ccco3)cc2[nH]1	-56
COc1cc(C(=O)OCc2nc3ccsc3c(=O)[nH]2)c([N+](=O)[O-])cc1OC	4
Cc1noc(C)c1C(=O)N1CCN(S(=O)(=O)c2cccs2)CC1	9
COc1cccc(C(=O)CC(C(=O)O)c2ccc(F)cc2)c1 (stereo unspecified)	7
CC(=O)N=C1SC2CS(=O)(=O)CC2N1Cc1ccc(C)cc1 (stereo unspecified)	8
Cc1noc(/C=C/c2cccs2)c1S(=O)(=O)N1CCC(C(=O)NCCCN2CCC(C)CC2)CC1	-1
Nc1c(S(=O)(=O)c2ccccc2)c2nc3ccccc3nc2n1CCN1CCOCC1	10
CCN(C(=O)C1CSC2(C)CCC(=O)N12)c1nc2c(C)cccc2s1 (stereo unspecified)	2
COc1ccc(C(=O)Nc2ccc3ccccc3n2)c(OC)c1OC	51*
O=C(CCCc1ccccc1)Nc1nccs1	-7
N#Cc1cn(CC(=O)O)c2ccccc12	1
COc1ccc(NC(=O)CCCCn2c(=O)[nH]c3ccccc3c2=O)cc1	8
COc1ccc(C(CNC(=O)c2cccc(S(=O)(=O)Nc3ccc(F)cc3)c2)N2CCOCC2)cc1 (stereo unspecified)	-2
COc1ccccc1C(CNC(=O)C(CCSC)NC(=O)c1ccccc1Cl)N1CCCC1 (stereo unspecified)	4
O=C(C[C@@H]1CC[C@@H]2[C@H](COC[C@@H](O)CN2Cc2cccc(Cl)c2)O1)NCc1cccc(F)c1	11[25 µM]
O=c1[nH]c2cc(F)ccc2c2ccc(F)cc12	8
COc1ccc(C(=O)OCC(=O)N2CCc3ccccc3C2)cc1OC	3
CN(Cc1ccccc1)S(=O)(=O)c1ccc(N2CCOCC2)nc1	8
O=C(COC(=O)c1ccc(S(=O)(=O)N2CCCC2)cc1)Nc1ccc(F)cc1F	0
COc1cccc(NC(=O)N2CC(=O)N3[C@@H](CO)[C@@H](c4ccc(C#CCC5CCCC5)cc4)[C@@H]3C2)c1	18[25 µM]
O=C(Cn1nnc(-c2ccccc2)n1)Nc1ccc2c(c1)OCO2	-1
Cc1ccc(S(=O)(=O)N(C)CC(=O)OCC(=O)NCCc2ccc(S(N)(=O)=O)cc2)cc1	13
CN(C)C(=O)C[C@@H]1CC[C@H]2[C@H](COc3ccc(NC(=O)C4CCCCC4)cc3C(=O)N2C)O1	-8[25 µM]
Cn1c(Cc2cccs2)nnc1SCC(=O)Nc1ccccc1F	2
COc1cc(C(=O)NCC2CCCN2S(=O)(=O)c2cccs2)cc(OC)c1OC (stereo unspecified)	1
CCC1=C(C)CN(C(=O)NCCc2ccc(S(=O)(=O)NC(=O)NC3CCC(C)CC3)cc2)C1=O (stereo unspecified)	-1[25 µM]
CN(C(=O)COC(=O)c1ccc(=O)n(Cc2ccccc2)n1)c1ccccc1	9
Cc1ccc(-n2nnnc2CN2CCCCC2)cc1	3

Five entries from above, arranged by the value under BL2 CD40 inh, smallest number first:
SMILES	BL2 CD40 inh
COc1ccc(C(CNC(=O)c2cccc(S(=O)(=O)Nc3ccc(F)cc3)c2)N2CCOCC2)cc1 (stereo unspecified)	-2
COc1ccc(C(=O)OCC(=O)N2CCc3ccccc3C2)cc1OC	3
COc1ccccc1C(CNC(=O)C(CCSC)NC(=O)c1ccccc1Cl)N1CCCC1 (stereo unspecified)	4
CN(C(=O)COC(=O)c1ccc(=O)n(Cc2ccccc2)n1)c1ccccc1	9
Cc1ccc(S(=O)(=O)N(C)CC(=O)OCC(=O)NCCc2ccc(S(N)(=O)=O)cc2)cc1	13

The list goes on:
SMILES	BL2 CD40 inh
C[C@@H]1CCCCO[C@H](CN(C)C(=O)Nc2ccc3c(c2)OCO3)[C@@H](C)CN([C@@H](C)CO)C(=O)c2cc(NS(=O)(=O)c3ccc(F)cc3)ccc2O1	13[25 µM]
O=C(N[C@@H]1CC[C@H](CCNS(=O)(=O)c2ccc(F)cc2)O[C@@H]1CO)C1CCC1	-4[25 µM]
CC(=O)c1c(O)cc2c3c1OC(C)(C)C1CCC(C)(CC31)O2 (stereo unspecified)	-3
O=C(c1cccc(F)c1)N1C[C@H]2[C@@H](c3ccccc31)[C@@H](CO)N2C(=O)c1ccccn1	-1[25 µM]
Cc1cc2cc(CNC(=O)Cc3ccc([N+](=O)[O-])cc3)ccc2n1C	10
CCc1ccc(N2CC(C(=O)OCC(=O)NNC(=O)c3ccccc3)CC2=O)cc1 (stereo unspecified)	3
OCCN1CCN(c2nccn3ccnc23)CC1	6
CO[C@H]1CN(C)C(=O)c2cccc(C#N)c2OCC[C@@H]2CC[C@@H](OC)[C@H](CN(C)C(=O)[C@@H]1C)O2	-7[25 µM]
Cc1cccc(C)c1Nc1c(-c2ccsc2)nc2ncccn12	4
CCC(=O)NCCSc1c[nH]c2ccccc12	-10
C[C@@H]1CCCCO[C@H](CN(C)Cc2ccc(Cl)c(Cl)c2)[C@@H](C)CN([C@@H](C)CO)C(=O)c2cc(NC(=O)Cc3ccccc3)ccc2O1	21
COc1ccc2c3c([nH]c2c1)[C@@H](CO)N(C(=O)Nc1c(C)noc1C)CC31CN(CC2CCOCC2)C1	0[25 µM]
OCC#Cc1ncc(C(F)(F)F)cc1Cl	-9
O=C(c1cccc(S(=O)(=O)NCc2ccccc2)c1)N1CCN(c2ccccc2)CC1	25
Cc1ccc(C(=O)NC(C)c2ccc3c(c2)OCO3)s1 (stereo unspecified)	4
c1ccc2cc(C3OCC4(CCCC4)CO3)ccc2c1	-98
Cc1cc(C)cc(NC(=O)CSc2nnc(CNC(=O)c3ccco3)n2C)c1	12
COc1ccc(NC(=O)C2CCCN2S(=O)(=O)c2ccc(F)cc2)cc1 (stereo unspecified)	1
Cc1sc(NC(=O)COc2ccccc2)c(C#N)c1-c1ccccc1	-15
O=C(CSc1nnc(Nc2ccccc2)s1)NC1CCS(=O)(=O)C1 (stereo unspecified)	1

An excerpt from above in order of molar mass, ascending.
SMILES	BL2 CD40 inh
OCC#Cc1ncc(C(F)(F)F)cc1Cl	-9
Cc1cccc(C)c1Nc1c(-c2ccsc2)nc2ncccn12	4
O=C(c1cccc(F)c1)N1C[C@H]2[C@@H](c3ccccc31)[C@@H](CO)N2C(=O)c1ccccn1	-1[25 µM]
CO[C@H]1CN(C)C(=O)c2cccc(C#N)c2OCC[C@@H]2CC[C@@H](OC)[C@H](CN(C)C(=O)[C@@H]1C)O2	-7[25 µM]
C[C@@H]1CCCCO[C@H](CN(C)Cc2ccc(Cl)c(Cl)c2)[C@@H](C)CN([C@@H](C)CO)C(=O)c2cc(NC(=O)Cc3ccccc3)ccc2O1	21

Additional compounds follow:
SMILES	BL2 CD40 inh
CC(C)OC(=O)c1nnn(-c2nonc2N)c1CN1CCc2ccccc2C1	1
CN(C)CC(=O)N1[C@@H]2c3ccc(C4=CCCCC4)c(=O)n3C[C@@H]2[C@@H](CO)[C@@H]1C(=O)Nc1nccs1	-6[25 µM]
C/C=C/c1ccc([C@H]2[C@@H](CO)N(C(=O)c3ccccn3)C23CN(CCC(F)(F)F)C3)cc1	5[25 µM]
CC(O)CN(CC(C)O)c1ccc2c(c1)Cc1cc([N+](=O)[O-])ccc1-2 (stereo unspecified)	-29
NS(=O)(=O)c1ccc(-n2cccc2C=O)cc1	-17
CN(Cc1ccccn1)C(=O)CC1C(=O)NCCN1Cc1cccc(Oc2ccccc2)c1 (stereo unspecified)	9
Cc1nn(C(C)C(=O)NC2C(=O)N3C(C(=O)O)=C(CSc4nnnn4C)CSC23)cc1Cl (stereo unspecified)	-4
O=C(Nc1cccc(NC(=O)C2CCCO2)c1)C1CCCO1 (stereo unspecified)	3
CC1CC(=O)NC(=O)N1Cc1ccccc1 (stereo unspecified)	17
N#C[C@@H]1[C@H](c2ccc(C#Cc3ccc(F)cc3)cc2)[C@@H](CO)N1C(=O)C1CC1	72*
CCCCn1c(N)c(N(CC(C)C)C(=O)CC2CCCC2)c(=O)[nH]c1=O	-2
CCC(C)c1ccc(NC(=S)NC(C)C2CCCO2)cc1 (stereo unspecified)	-28
O=C(c1ccccc1F)N1C[C@@H]2[C@H](c3ccccc31)[C@H](CO)N2C(=O)c1ccncc1	5
CCOC(=O)c1c(C)[nH]c(C(=O)COC(=O)c2ccccn2)c1C	-48
COc1cc2ccnc(Cc3cccc(OC)c3OC)c2cc1OC	9
CCOc1ccc(CCNC(=O)c2cc3c(s2)CS(=O)(=O)C3)cc1OCC	14
CC(C)(C)NC(=O)C(c1ccc(F)cc1)N(Cc1cccs1)C(=O)c1ccc(CN2CCOCC2)o1 (stereo unspecified)	1
O=C(C[C@H]1C[C@H]2c3cc(NC(=O)CC4CC4)ccc3O[C@H]2[C@@H](CO)O1)NCC1CC1	-8[25 µM]
CCCC#Cc1ccc([C@@H]2[C@H](C#N)N(S(=O)(=O)c3cccc(F)c3)[C@H]2CO)cc1	-6[25 µM]
Cc1cccc2cc(COC(=O)C(C)(C)C)c(=O)[nH]c12	-36
COc1cccc(C(=O)O/N=C(\C)c2cnccn2)c1	-33
O=C(Nc1ccc(C(=O)N2CCCCC2)cc1)c1cccs1	-41
CCCNC(=O)N1[C@@H]2CN(C(=O)NC(C)C)c3ccccc3[C@@H]2[C@@H]1CO	1
COc1ccc(CCNC(=O)C(=O)NCc2ccc(C)cc2)cc1OC	12
Cc1ccc(S(=O)(=O)NCCC(=O)N2CCC(C)CC2)cc1	3
Cc1noc(C)c1S(=O)(=O)Nc1ccc2c(c1)CC(=O)N([C@H](C)CO)C[C@H](C)[C@H](CN(C)Cc1ccc(Oc3ccccc3)cc1)O2	-6[25 µM]
COc1ccc2c3c(n(C)c2c1)[C@H](CO)N(C(=O)CC1CC1)CC31CN(Cc2ccncc2)C1	-12[25 µM]
CC(C)C#Cc1ccc([C@H]2[C@@H](CO)N3C(=O)CN(S(=O)(=O)c4ccccc4)C[C@H]23)cc1	9[25 µM]
O=C(Cc1ccccc1)NC(c1ccco1)c1c(O)ccc2ccccc12 (stereo unspecified)	-3
CCOc1ccc(N2CC(C(=O)Nc3ccc(S(=O)(=O)N4CCCCC4)cc3)CC2=O)cc1 (stereo unspecified)	-6
CCC(O)c1cnc(OCc2ccccc2)nc1OCc1ccccc1 (stereo unspecified)	15
Cc1cccc(C)c1OCC(=O)N/N=C/c1cccnc1	1
c1ccc2[nH]c(-c3nc4ccccc4[nH]3)nc2c1	-42
CCCCn1c(N)c(N(CC(C)C)C(=O)c2cccc(S(=O)(=O)N3CC(C)OC(C)C3)c2)c(=O)[nH]c1=O (stereo unspecified)	-3
COc1ccc(-c2csc(NC(=O)Cn3nc(C)cc3C)n2)cc1	4
C[C@@H]1CN([C@@H](C)CO)C(=O)c2c(c3ccccc3n2C)-c2ccccc2CO[C@H]1CN(C)Cc1ccc(Oc2ccccc2)cc1	22[25 µM]
O=C(NCC(c1ccco1)N1CCN(c2ccccc2F)CC1)C(=O)NC1CC1 (stereo unspecified)	-1
O=C(COC(=O)c1ccc(Cl)s1)c1cc2ccccc2o1	-12
O=C(CCc1ccc(S(=O)(=O)N2CCOCC2)cc1)OCc1nc2ccccc2s1	-48
Cc1occc1C(=O)NCCCCc1ccccc1	-10
CCCNC(=O)N1[C@@H](CO)[C@@H](c2ccccc2)[C@@H]1CNC(=O)c1ccc(F)cc1	4
COc1ccc(CCC(=O)N2CCN(S(=O)(=O)c3ccc4ccccc4c3)CC2)cc1	19
COc1ccc(S(=O)(=O)Nc2ccc(-c3ccc(N4CCCC4)nn3)cc2)cc1C	0
Nc1c(Cl)cnc(C(Cl)(Cl)Cl)c1Cl	2
C[C@@H]1CN([C@H](C)CO)C(=O)c2c(c3ccccc3n2C)-c2ccccc2CO[C@H]1CN(C)C(=O)CCN(C)C	-5
Cc1ccc(NC(=O)C2CCN(c3ncnc4sc(C)c(C)c34)CC2)cc1S(=O)(=O)N(C)C	13
CCN1C(=O)c2cccc3c(S(=O)(=O)NCc4ccccc4)ccc1c23	13
O=C(NCc1ccc(F)cc1F)Nc1cnccc1C(F)(F)F	-1
Cc1ccc(CN(Cc2cccnc2)C(=O)CN2C(=O)COc3ccccc32)o1	3
COc1ccc(S(=O)(=O)NCCSCc2ccc(Cl)cc2)cc1NC(C)=O	7
CCOc1ccc(C(=O)CCC(=O)NN2C(=O)NC3(CCCCC3)C2=O)cc1	-4
O=C1CSC(c2ccc(F)cc2)N1c1nc2ccccc2s1 (stereo unspecified)	4
CCc1ccc(NC(=S)NCC2CCCN2CC)cc1 (stereo unspecified)	-1
CC(C)(C)N1CC(c2nc3ccccc3n2CCOc2ccccc2)CC1=O (stereo unspecified)	4
O=C(CC1SC(=O)N(c2ccccc2)C1=O)Nc1ccccc1 (stereo unspecified)	12
CCCNC(=O)N1CC(=O)N2[C@H](CO)[C@H](c3ccc(C#Cc4cccc(OC)c4)cc3)[C@@H]2C1	-15[25 µM]
Cc1ccc(Nc2nc3nonc3nc2N(C)C)cc1	0

Some of the compounds tested (hit frequency here may not be typical).
